From PubChem
EBI2 block = EBI2 receptor antagonists, beta-arrestin recruitment, primary screen, cell-based, luminescence, 7a,25-OHC stimulation, uHTS | G-protein coupled receptor 183 (Homo sapiens), P32249 | 7a,25-OHC stimulated | inhibition, % at 5 µM | 0.81% of 360,000 active; in the data active = inhibition above about 38%;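 also: enzyme fragment complementation signal reports receptor beta-arrestin coupling in cells; 0% = agonist plus DMSO wells and 100% = wells without agonist; some results beyond the cut were filed as inactive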
Target sequence (P32249 whole entry, looked up, the tested form may be a part): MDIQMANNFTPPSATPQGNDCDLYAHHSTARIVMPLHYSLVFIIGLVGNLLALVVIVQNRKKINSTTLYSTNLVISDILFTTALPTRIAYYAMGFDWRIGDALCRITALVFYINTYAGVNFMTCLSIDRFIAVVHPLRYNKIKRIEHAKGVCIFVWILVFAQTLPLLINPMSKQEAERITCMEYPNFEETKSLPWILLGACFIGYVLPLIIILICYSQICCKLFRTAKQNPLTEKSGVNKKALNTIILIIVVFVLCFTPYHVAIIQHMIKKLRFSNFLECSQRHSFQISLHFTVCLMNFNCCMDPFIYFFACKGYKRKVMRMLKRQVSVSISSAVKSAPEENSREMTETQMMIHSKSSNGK
Numbers without * were called inactive. Not all compounds are listed; rates above refer to the full screens.

SMILES	EBI2 block
CCc1nc2ccc(C(=O)N3CCN(S(=O)(=O)CC)CC3)cn2c1N(C=O)Cc1ccc(OC)cc1	-4
CCc1ccc2c(c1)NC(=O)C2(C)Cc1ccccc1 (stereo unspecified)	2
Cc1cc(F)ccc1C(O)c1ncc(-c2ccc(Oc3ccccc3)cc2)[nH]1 (stereo unspecified)	12
COc1ccc(C(O)c2nc(-c3ccncc3)cs2)cc1 (stereo unspecified)	-3
Cc1ccc(NC(=O)c2ccc(OCC3CCCO3)cc2)cc1Cl (stereo unspecified)	32
CN(C)c1ccc(-c2csc(C(C)(O)c3cccc(F)c3)n2)cc1 (stereo unspecified)	9
CC(=O)Nc1cccc(-c2ccnc3c2CC(C(=O)NCc2ccc(N4CCN(C)CC4)cc2)O3)c1 (stereo unspecified)	-4
COc1cccc(C(C(=O)NCc2ccccc2)N2CCN(C(=O)C3CCCO3)CC2)c1OC (stereo unspecified)	0
CC(C)C[C@H]1CN(CCCC[C@@H]2CNC(=O)C(=O)N2Cc2ccccc2)C(=O)C(=O)N1CCc1ccccc1	-1
CC(C)C[C@H]1COc2cc(N3CCC[C@@H]3CO)ccc2S(=O)(=O)N1	-3
CC(C)OC(=O)N(C)C[C@@H]1OCc2cnnn2CCCC(=O)N([C@@H](C)CO)C[C@H]1C	-11
CCCCNC(=O)C(NC(=O)c1cnccn1)C(=O)c1ccccc1 (stereo unspecified)	-8
Cc1cn([C@H]2C[C@H](O)[C@@H](/C=C/C(=O)NCCN3CCCCC3)O2)c(=O)[nH]c1=O	-18
CC1CCC(NC(=O)c2cccc(S(=O)(=O)N3CCOCC3)c2)CC1 (stereo unspecified)	-1
COC(=O)C[C@@H]1C[C@H]2c3cc(NC(=O)Nc4ccccc4F)ccc3O[C@H]2[C@H](CO)O1	-5
Cc1ccc(C(O)c2ncc(-c3ccccc3Cl)[nH]2)cc1F (stereo unspecified)	6
CC1=NN(c2ccccc2)C(=O)C1=Cc1ccccc1	20
COc1ccc(S(=O)(=O)N(C)[C@H]2C[C@H]3c4cc(-c5ccccc5)ccc4CCN3C(=O)[C@H]2[C@H](C)O)cc1	-1
COc1ccc(-c2csc(NC(=O)CCNC(=O)c3ccco3)n2)cc1	-6
O=C(NCc1ccc(F)cc1)c1cc(C2CCCCN2C(=O)c2ccc3c(c2)CCO3)on1 (stereo unspecified)	15
CCc1cccc(NC(=O)c2cc(S(=O)(=O)N3CCCCC3)ccc2N2CCOCC2)c1	8
COc1cc2ccnc(C=NO)c2cc1OC	-9
CCCCCCC=C1CCC(CN2CCCC2)C1=O (stereo unspecified)	0
CC(=O)Nc1cc(-c2cccc(F)c2)cn2c(-c3ccccc3)cnc12	25
Nc1ncnc2c1ncn2[C@@H]1O[C@H](C(=O)N[C@H]2c3ccccc3C[C@H]2OC=O)[C@@H](O)[C@H]1O	-4
SMILES	EBI2 block
COC(=O)C1(C(=O)OC)C2C(=O)C3C(C21)C3(C(=O)OC(C)(C)C)C(=O)OC(C)(C)C (stereo unspecified)	3
CCN(C)C1CN(Cc2cn(Cc3ccc(C(F)(F)F)cc3)nn2)S(=O)(=O)C1 (stereo unspecified)	-8
COc1ccccc1-c1cnc(C(O)c2ccc(Cl)cc2C)[nH]1 (stereo unspecified)	-3
C[C@H](CO)N1C[C@H](C)[C@@H](CN(C)C(=O)Oc2ccccc2)OCc2cn(nn2)CCCC1=O	-3
COc1cccc(OC)c1NC(=O)c1ccc(-c2cc(Cl)ccc2Cl)o1	17
CCc1nc2c(OCCC3CCCCC3)cccn2c1N(C=O)Cc1ccc(OC)cc1	23
OC[C@@H]1CN(Cc2ccccc2)C[C@H](n2cnc3c(NCc4ccc(F)cc4)ncnc32)O1	-3
COc1ccc(CN2C(=O)CSCC2(C)C(=O)NCc2ccccc2)cc1 (stereo unspecified)	4
CC(=O)NC(c1cccc(F)c1)c1nc(-c2cc(F)cc(Cl)c2)cs1 (stereo unspecified)	8
c1ccc2c(c1)COc1c3cc4c(cc3nn1-2)OCO4	6
CC1(C(=O)NS(=O)(=O)c2ccc(F)cc2F)CCN1C(=O)c1ccco1 (stereo unspecified)	-7
CNC(=O)c1ccc(CN(C)C(=O)c2cccc(S(=O)(=O)N3CCc4ccccc4C3)c2)cc1	0
OC[C@@H]1CN(CCN2CCOCC2)C[C@H](n2cnc3c(N4CCOCC4)ncnc32)O1	-6
CCCNC(=O)C1(C)CCN(C(=O)c2ccc(F)c(Cl)c2)C1 (stereo unspecified)	-4
CSC[C@H]1CN(c2ccccc2)C(=O)[C@@H]1CC(=O)Nc1ccc(Br)cc1	0
C(=C\c1ccccc1)/CN1CCN(C(c2ccccc2)c2nnnn2-c2ccc3c(c2)OCCO3)CC1 (stereo unspecified)	51*
CCOC(=O)[C@]12CCC=C1N(Cc1ccc(Cl)cc1Cl)C(=O)[C@H](CC(=O)NCCC(C)C)C2	8
Cn1cnc(S(=O)(=O)N2CCCCC2c2cc(C(=O)Nc3ccc(F)c(Cl)c3)no2)c1 (stereo unspecified)	0
C[N+](C)(C)CCN1CCc2ccccc21	4
CN(C)CCNC(=O)c1cccc(-c2cnc3c(NC=O)cc(-c4ccccc4F)cn23)c1	2
CC1(O)C(c2ccccc2)=Nc2ccccc21 (stereo unspecified)	-10
CC1(Cc2cc(Cl)ccc2C(F)(F)F)C(=O)Nc2cc(-c3ccccc3Cl)ccc21 (stereo unspecified)	-3
O=S1(=O)CC(N2CCCC2)CN1Cc1cn(Cc2ccc(F)cc2)nn1 (stereo unspecified)	-11
C[C@H](O)[C@@H]1C(=O)N2CCc3c([nH]c4ccccc34)[C@@H]2C[C@@H]1N(C)C(=O)Nc1ccccc1	2
COc1ccccc1Cn1c(C)c(C(=O)NCc2ccc3c(c2)OCCO3)sc1=O	7

Filtered by structure: the compounds so far containing an NH in an aromatic ring (five)
SMILES	EBI2 block
Cc1cc(F)ccc1C(O)c1ncc(-c2ccc(Oc3ccccc3)cc2)[nH]1 (stereo unspecified)	12
Cc1cn([C@H]2C[C@H](O)[C@@H](/C=C/C(=O)NCCN3CCCCC3)O2)c(=O)[nH]c1=O	-18
Cc1ccc(C(O)c2ncc(-c3ccccc3Cl)[nH]2)cc1F (stereo unspecified)	6
COc1ccccc1-c1cnc(C(O)c2ccc(Cl)cc2C)[nH]1 (stereo unspecified)	-3
C[C@H](O)[C@@H]1C(=O)N2CCc3c([nH]c4ccccc34)[C@@H]2C[C@@H]1N(C)C(=O)Nc1ccccc1	2

(list continues)
SMILES	EBI2 block
COC(=O)c1c(C(=O)OC)c2c(-c3ccccc3)cc3cccc1n32	4
CC1(C(=O)NS(=O)(=O)C2CC2)CCCN(C(=O)c2ccc3ccccc3c2)C1 (stereo unspecified)	-2
COCCN1C(=O)c2ccccc2C1c1nc2ccccc2[nH]1 (stereo unspecified)	-20
CCNC(=O)C1(C)CCN(C(=O)c2cccc(C#N)c2)C1 (stereo unspecified)	-4
O=C(Nc1ccccc1Cl)c1cc(C2CCCN(C(=O)c3ccccc3)C2)on1 (stereo unspecified)	-4
CC(=O)Nc1ccc2c(=O)n(-c3ccccc3)sc2c1	3
O=C(Nc1ccc(Oc2ccccc2)cc1)c1csc([C@@H]2O[C@H](CO)[C@H](O)[C@H](O)[C@H]2O)n1	10
COc1ccc(-c2cc3c(c4c2ccn4C)C2CCC3C2)cc1F (stereo unspecified)	8
CC(c1nc2ccccc2n1Cc1ccccc1)n1c(-c2cnccn2)nc2ccccc21 (stereo unspecified)	14
Cc1cc(NC(=O)OC(C)(C)C)c(-n2nnnc2C(C(=O)c2ccccc2)N2CCOCC2)cc1C (stereo unspecified)	9
COCCN(C(=O)COC(=O)c1ccc2c(c1)OCO2)c1c(N)n(Cc2ccccc2)c(=O)[nH]c1=O	3
CC1(c2ccc(F)cc2)OC(=O)c2c1ccc1ccccc21 (stereo unspecified)	-1
CCc1ccc2cc(C)cc(C)c2n1	-3
Cn1nc(NC(=O)C(F)(F)F)c2ncc(-c3ccccc3)nc21	-6
CCOC1=C2CN(S(=O)(=O)c3ccc(C)cc3)[C@H](c3ccccc3)C[C@@H]2N(S(=O)(=O)c2ccccc2)[C@H](c2ccccc2)C1	2
COc1ccccc1CNC(=O)Nc1nc(C(N)CCc2ccccc2)cs1 (stereo unspecified)	-2
C#CCN(C[C@@H]1[C@@H](OC(=O)NCc2ccccc2F)[C@@H](OC(=O)NCc2ccccc2F)CN(C(=O)OC(C)C)N1C(=O)OC(C)C)S(=O)(=O)c1ccc(C)cc1	2
COc1ccc(OC)c(CN2CCN(C(=O)c3ccc(S(=O)(=O)N4CCCCCC4)cc3)CC2)c1	7
Cc1ccc(C)c(C(=O)COC(=O)c2cc(S(=O)(=O)N3CCOCC3)ccc2F)c1	-6
C#CCN1CCc2onc(-c3ccccc3OC)c2C1=O	-14
O=C1Nc2cc(C(=O)NCCN3CCCCCC3)ccc2S/C1=C/c1ccccc1F	-3
COc1ccc(-c2ccc(C(=O)N3CCOCC3)c3occc23)c(C)c1	-2
O=C(Nc1ccccc1Cl)c1cc(C2CCCCN2C(=O)CCc2ccccc2)on1 (stereo unspecified)	-6
O=C(Nc1cccc(F)c1)c1ccc(-c2cccnc2)c2ccoc12	27
NC(=O)c1ccsc1NC(=O)COC(=O)Cc1ccc(F)cc1	-7
SMILES	EBI2 block
CC(C)C[C@@H]1Cc2[nH][nH]c(=O)c2[C@H](CCc2ccccc2)O1	-5
CC(=O)Nc1ccc(CNc2nc3cc(-c4ccsc4)sc3c(=O)n2C)cc1	13
COC(=O)[C@]12CCCCC=C1N(Cc1cccc3ccccc13)C(=O)[C@H](CC(=O)N1CCCC1)C2	2
C[C@H]([C@@H](O)[C@@H](O)[C@@H](C)C(C)(C)C)[C@H]1CC[C@H]2C3CC[C@H]4C[C@H](OS(=O)(=O)O)[C@@H](OS(=O)(=O)O)C[C@]4(C)[C@H]3CC[C@]12C (stereo partly specified)	4
CC(C)[C@H](NC(=O)OC(C)(C)C)c1cc(C(=O)N2CCOCC2)c(N)s1	-5
CC(=O)Nc1ccc2cnn(C(C)=O)c2c1	0
COc1ccc(CN2CCC[C@]3(N[C@H](c4ccc(OC)cc4)[C@@H]4C(=O)N(Cc5ccccc5)C(=O)[C@@H]43)C2=O)cc1	2
O=C(COc1ccc(F)cc1)Nc1nc(-c2cccnc2)cs1	4
CCOc1cc(N2CCOCC2)c(OCC)cc1NC(=O)c1ccccc1N1CCCC1=O	-18
O=C(NCc1ccccc1)c1cc(C2CCCN(S(=O)(=O)c3ccccc3)C2)on1 (stereo unspecified)	-5
CN(C(=O)C1CC1)c1ccccc1	1
CCc1nc2ccc(C(=O)N(CC)CCN(C)C)cn2c1N(C)CCCc1ccccc1	3
C#CCN(C[C@@H]1[C@@H](OC(=O)NCC2CCCCC2)[C@@H](OC(=O)NCC2CCCCC2)Cn2c(=O)n(CCCCCC)c(=O)n21)S(=O)(=O)c1ccc(C)cc1	22
C[C@H]1CN(Cc2ccccc2)C(=O)[C@@H]1CC(=O)Nc1ccccc1	-4
CN(C)Cc1cc(OCc2ccccc2)cc(CN(C)C)c1O	-4
O=C(Nc1cccc(OC(F)(F)F)c1)C1Cc2c(-c3ccc(Cl)cc3)ccnc2O1 (stereo unspecified)	4
COC[C@H]1CCCN1c1ccc2c(c1)O[C@@H](COCc1ccccc1)CN([C@H](C)c1ccccc1)S2(=O)=O	11
CC(C)NC(=O)C1(C)CCN1Cc1cccc(Cl)c1 (stereo unspecified)	-10
COc1cc(S(=O)(=O)n2ccc(C)n2)c(C)cc1C	4
CN(C(=O)COc1ccccc1)c1ccc([N+](=O)[O-])cc1	-1
COc1cccc(-c2cnc(C(O)c3cc(C)ccc3C)[nH]2)c1 (stereo unspecified)	2
CC(=O)Nc1cccc(-c2csc(C(O)c3ccc(F)c(F)c3)n2)c1 (stereo unspecified)	-3
O=C(NCc1nnnn1-c1ccc(F)cc1)c1ccc(S(=O)(=O)N2CCOCC2)cc1	-9
CN(CC(=O)Nc1ccc(F)cc1)C(=O)CN1C(=O)NC(CCc2ccccc2)C1=O (stereo unspecified)	0
C=C(C)Cn1c2ccc(NC(=O)NCC)cc2c(=O)n1C	-11
Cc1ccccc1CN1C(=O)CSCC1(C)C(=O)NCc1ccccc1 (stereo unspecified)	3
CCc1nc2c(OCc3ccc(C(F)(F)F)cc3)cccn2c1N(C)C(=O)CC(C)C	13
CC(C)C1C(=O)N(Cc2cn(Cc3ccco3)nn2)CCS(=O)(=O)N1Cc1ccc(-c2ccc(F)cc2)cc1 (stereo unspecified)	20
C[C@H](CO)N1C[C@H](C)[C@H](CN(C)S(=O)(=O)c2cccc(F)c2)OCc2ccccc2-c2c(n(C)c3ccccc23)C1=O	0
COC(=O)c1ccc2nc(-c3ccc(Cl)cc3)c(Cc3ccsc3)n2c1	30

Given field by field: part of the list above
O=C(Nc1ccccc1Cl)c1cc(C2CCCN(C(=O)c3ccccc3)C2)on1 (stereo unspecified)
- EBI2 block: -4
CC(=O)Nc1ccc2c(=O)n(-c3ccccc3)sc2c1
- EBI2 block: 3
O=C(Nc1ccc(Oc2ccccc2)cc1)c1csc([C@@H]2O[C@H](CO)[C@H](O)[C@H](O)[C@H]2O)n1
- EBI2 block: 10

Two neighbouring entries already listed:
SMILES	EBI2 block
CC(C)C[C@@H]1Cc2[nH][nH]c(=O)c2[C@H](CCc2ccccc2)O1	-5
CC(=O)Nc1ccc(CNc2nc3cc(-c4ccsc4)sc3c(=O)n2C)cc1	13
